Screens from PubChem.
HIV fusion peptide: inhibitors of HIV fusion peptide binding, primary screen, biochemical, uHTS, fluorescence dequenching (AID 1986) | cell-free peptide binding, fluorescence dequenching, 30 min; higher % means a stronger effect | 0.3% of 290,000 active | one-dose inhibition, % at 20 µM; IC50 in µM for titrated hits; in the data active = inhibition mostly above about 52%, no sharp cut-off; inactive = mostly below about 76%; also: some results filed as inactive read as strong as hits
KOR beta-arrestin-1: KOR antagonists, beta-arrestin recruitment, cell-based, luminescence, uHTS (AID 1778). one-dose inhibition, % at 10 µM; IC50 in µM for titrated hits. 0.091% of 290,000 active. KOR beta-arrestin recruitment, luminescence, antagonist mode; higher % means a stronger effect; also: strong numbers were not always called active
MgcRacGAP inhibition: MgcRacGAP GTPase-activating activity inhibitors, confirmation, biochemical, ADP Hunter fluorescence | Rac GTPase-activating protein 1 (Homo sapiens) | MgcRacGAP-stimulated Rac1 GTP hydrolysis, ADP Hunter fluorescence; higher % means a stronger effect; GST-tagged Rac1 F28L mutant substrate | inhibition, % at 30 µM, or IC50 in µM where a hit was titrated | 0.6% of 340,000 active | AID 624330, 2012;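 active = first-screen hits whose inhibition reached a set limit at any dose in the follow-up dose series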;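 also: fluorescence reports GDP produced by GAP-driven GTP hydrolysis; strong numbers were not always called active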
SV40 large T antigen: SV40 large T antigen inhibitors, biochemical (AID 1903). inhibition, % at 20 µM, or IC50 in µM where a hit was titrated. 0.39% of 310,000 active. SV40 large T antigen ATPase/helicase inhibition assay; higher % means a stronger effect; in the data active = a potency from the dose series; also: strong numbers were not always called active
KOR beta-arrestin-2: KOR agonists, beta-arrestin recruitment, primary screen, cell-based, luminescence, uHTS (AID 1777). one-dose activation, % at 10 µM; EC50 in µM for titrated hits. 0.02% of 280,000 active. Kappa-type opioid receptor (Homo sapiens). KOR beta-arrestin recruitment, luminescence; higher % means a stronger effect; in the data active = activation above about 50%, passing the limit was not always enough; also: a part of the inactive calls stands beside numbers as strong as those of hits
GPR55 activation: GPR55 agonists via beta-arrestin recruitment, primary screen, imaging, U2OS cells, beta-arrestin-GFP redistribution (AID 1961); 0.048% of 290,000 active; activation, % at 10 µM; hits with a dose series show EC50 in µM; U2OS GPR55 beta-arrestin-GFP redistribution imaging; higher % means a stronger effect;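 active = activation above 40% with more than 50 cells counted in the well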;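 also: U2OS osteosarcoma cells stably expressing GPR55 and beta-arrestin-GFP; plate controls were DMSO negative control for no effect and LPI positive control for full effect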
NOD1 NF-kB reporter: NOD1 signaling inhibitors, primary screen, cell-based, luminescence, uHTS (AID 1578); 1% of 290,000 active; NOD1-driven NF-kB luciferase reporter cells, luminescence; higher % means a stronger effect; inhibition, % at 4 µM; hits with a dose series show EC50 in µM; in the data active = inhibition mostly above about 36%, no sharp cut-off; inactive = mostly below about 34%;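 also: HEK-293T reporter cells stimulated with the NOD1 agonist gamma-tri-DAP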
GPR55 antagonists: GPR55 antagonists blocking LPI-driven arrestin recruitment, primary screen, imaging, U2OS, beta-arrestin-GFP, LPI agonist (AID 2013); U2OS GPR55 beta-arrestin-GFP translocation imaging, LPI antagonism; higher % means a stronger effect; 0.13% of 290,000 active; G-protein coupled receptor 55 (Homo sapiens); one-dose inhibition, % at 10 µM; IC50 in µM for titrated hits;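 active = spots per cell inhibited over 60%, with over 100 cells counted and total cytoplasm intensity under 500,000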;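 also: U2OS cells stably carrying GPR55 and arrestin-GFP stimulated by 5 µM LPI near EC80; imaged beta-arrestin-GFP aggregate spots per cell after agonist stimulation; plate controls were LPI-stimulated DMSO wells for no effect and DMSO wells without LPI for full effect; some results filed as inactive read as strong as hits; confirmed hits need IC50 under 10 µM and bright autofluorescent wells are also inconclusive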
HEK293 NOD2/NF-kB: NOD2 signaling inhibitors, cell-based, luminescence, uHTS, HEK293 (AID 1566); one-dose inhibition, % at 4 µM; EC50 in µM for titrated hits; 0.63% of 290,000 active; HEK293 NOD2/NF-kB luciferase reporter, luminescence; higher % means a stronger effect; also: many of its hits are not listed in these tables
* marks the source's active call; other numbers are inactive results; i = inactive; nt = no result given; [ ] = dose if it differs, or a comment. Rule as the data show it, unless noted: active = inhibition above about 50%; inactive = the rest. The list is partial; count on the stated rates, not on these rows.

SMILES	HIV fusion peptide	KOR beta-arrestin-1	MgcRacGAP inhibition	SV40 large T antigen	KOR beta-arrestin-2	GPR55 activation	NOD1 NF-kB reporter	GPR55 antagonists	HEK293 NOD2/NF-kB
CCSc1nc2ccccc2n1Cc1ccccc1F	0.2%	-6%	8%	18%	1.9%	-0.4%	19%	5%	0%
CCC(=O)NC(c1ccc(C)cc1)c1ccc2cccnc2c1O (stereo not drawn)	-1.3%	8%[20 µM]	3%	17%	-1.4%	0.0%	-32%	-8%	70%*
CC(C)(C)c1ccc(C(=O)NCc2nnc(SCC(=O)NCC3CCCO3)o2)cc1 (stereo not drawn)	-0.4%	-6%	5%	16%	12%	0.0%	-12%	9%	-2%
CCO[C@@H]1OC(C(=O)NC2CC2)=C[C@H](C)[C@H]1CCCO	-0.4%	-8%	9%	19%	nt	-0.1%	-8%	-7%	7%
Cc1ccc(CNC(=O)Nc2ccc(Cl)cc2)cc1	1.7%	-8%	5%	5%	4.3%	-0.1%	-45%	-9%	-16%
COC(=O)Cc1[nH]n(-c2nc3ccccc3s2)c(=O)c1C(C)=O	11%	8%	3%	14%	4.8%	0.0%	-16%	6%	-19%
Cc1ccc(CC(=O)Nc2ccc(S(=O)(=O)N3CCOCC3)cc2)cc1	-0.5%	-14%	-3%	8%	0.6%	0.0%	-13%	5%	1%
CC1CCN(c2ccc(NC(=O)Cn3c(=O)oc4ccccc43)cc2)CC1	-2.8%	-14%	-9%	10%	0.3%	0.2%	9%	-8%	8%
COc1ccc(O[C@@H]2O[C@H](COC(C)=O)[C@@H](OC(C)=O)[C@H](OC(C)=O)[C@H]2NC(C)=O)cc1	3.0%	-27%	5%	6%	0.6%	-0.1%	-32%	5%	5%
CC(/C=C1\SC(=S)N(CCC(=O)Nc2ccc(O)cc2)C1=O)=C\c1ccccc1	0.6%	-18%	9%	6%	3.0%	-0.2%	-8%	8%	8%
O=C(NC1CCSc2ccccc21)c1c(F)cccc1Cl (stereo not drawn)	0.6%	14%	31%	19%	4.4%	0.0%	-42%	6%	8%
COc1cccc(C(=O)Cn2c(Br)nc3c2c(=O)n(C)c(=O)n3C)c1	-0.5%	nt	4%	32%	-0.1%	-0.2%	40%	12%	4%
COCCNC(=O)C(c1ccc(C)cc1)N(CCOC)C(=O)CCC(=O)Nc1nccs1 (stereo not drawn)	0.7%	-11%	3%	-1%	5.1%	-0.4%	-7%	-8%	-7%
O=C(O)COCC(=O)N1CCN(C2c3ccccc3-c3ccccc32)CC1	0.7%	12%	9%	15%	-0.1%	0.3%	-8%	5%	-9%
Cc1cc(C)cc(NC(=S)NCc2ccc(F)cc2)c1	-1.8%	nt	15%	21%	-0.5%	0.7%	-12%	13%	-8%
Cc1ccc(S(=O)(=O)Nc2ccccc2C(=O)OC(C)C(=O)Nc2ccc3ccccc3c2)cc1[N+](=O)[O-] (stereo not drawn)	1.8%	-2%	7%	5%	1.8%	-0.3%	47%	25%	30%
Cn1c(=O)c(C(=O)COC(=O)c2cc(-c3ccccc3)nc3ccccc23)c(N)n(Cc2ccccc2)c1=O	6.6%	-34%	nt	6%	2.2%	-0.3%	-21%	6%	9%
Nc1c(-c2ccccc2)n[nH]c1-c1ccccc1	0.4%	33%	14%	23%	-0.7%	-0.1%	-24%	-3%	-30%
Cc1nnc2sc(SCC(=O)Nc3ccc(Cl)cc3)nn2c1=O	-3.3%	5%	1%	22%	-5.7%	0.7%	-9%	-4%	-6%
CCc1ccc(OCc2ccc(C(=O)NCc3ccccn3)o2)cc1	0.8%	14%	4%	3%	-2.0%	-0.2%	-28%	8%	-17%
Cc1ccc(NC(=O)Cn2cc(C(=O)C3CC3)c3ccccc32)c(C)c1	1.8%	-22%	-2%	2%	4.0%	0.1%	-10%	-12%	5%
CCN1CCN(CCCNC(=O)c2csc3c2CCCCC3)CC1	-1.6%	-27%	4%	4%	6.3%	-0.1%	1%	15%	-7%
CC(C(=O)Nc1ccccc1F)N1C(=O)c2ccccc2C1=O (stereo not drawn)	-0.7%	21%	10%	16%	1.2%	1.6%	-20%	-2%	16%
COc1ccc(C(=O)NNC(=O)c2ccccn2)cc1	-1.6%	-22%	12%	-6%	8.4%	-0.2%	30%	12%	20%
CC1CCC(NC(=O)CC2Oc3ccccc3NC2=O)CC1 (stereo not drawn)	1.1%	2%	8%	1%	-3.4%	0.9%	-5%	-16%	8%

Later entries.
SMILES	HIV fusion peptide	KOR beta-arrestin-1	MgcRacGAP inhibition	SV40 large T antigen	KOR beta-arrestin-2	GPR55 activation	NOD1 NF-kB reporter	GPR55 antagonists	HEK293 NOD2/NF-kB
COc1cc(NC(=S)Nc2ccc(N(C)C(C)=O)cc2)cc(OC)c1	-0.8%	-8%	4%	8%	-2.7%	-0.1%	-9%	1%	4%
Cc1ccn(CCC(=O)Nc2ccc(-c3ccno3)cc2)n1	-1.5%	3%	10%	10%	-2.7%	-0.1%	-51%	2%	-1%
O=C(NCCN1CCOCC1)Nc1ccc(F)cc1	0.4%	-11%[20 µM]	3%	1%	-5.9%	0.0%	-29%	-10%	17%
COc1cnc(-c2ccccn2)nc1Oc1cccc(Cl)c1	-1.3%	-36%	2%	31%	4.0%	0.0%	22%	4%	5%
Cc1cc(NC(=O)CSc2c[nH]c3ccccc23)no1	-1.4%	41%	6%	19%	-6.6%	0.0%	7%	-18%	-2%
CCN(CC)C(=S)Nc1ccc([N+](=O)[O-])cc1	-1.2%	14%	-2%	0%	8.9%	0.5%	2%	-7%	7%
O=[N+]([O-])c1ccc2c(c1)C(O)n1nc(-c3ccc(Cl)cc3Cl)nc1S2 (stereo not drawn)	0.5%	13%	-6%	7%	-1.7%	-0.1%	-9%	-2%	-26%
Cc1cccc(-c2nnn3c2nc(NCCc2ccc(S(N)(=O)=O)cc2)c2ccccc23)c1	-3.1%	-75%	3%	3%	4.9%	-0.3%	-39%	5%	-20%
CCOc1cc(/C=C2/SC(=S)N(C)C2=O)ccc1Oc1ccc([N+](=O)[O-])cc1[N+](=O)[O-]	-0.3%	-15%	nt	27%	1.1%	-0.7%	-30%	-8%	5%
COc1ccccc1OCCNc1nc2c(c(=O)n(C)c(=O)n2C)n1C	2.5%	-56%	10%	3%	-1.1%	0.3%	-17%	-6%	6%
O=C(Cc1ccccc1)N/N=C\c1ccc(Br)o1	-3.6%	20%	3%	0%	3.0%	0.3%	8%	-4%	12%
CC1=C(C)CC2C(=O)N(c3cccc4ccccc34)C(=O)C2C1 (stereo not drawn)	-1.5%	-8%	9%	1%	-0.8%	0.8%	-13%	13%	9%
CCCOc1ccc(-c2nnn(CC(=O)N3CCCC(C)C3)n2)cc1 (stereo not drawn)	1.7%	27%	-1%	15%	-3.3%	-0.1%	-5%	-6%	6%
O=C(c1ccccc1N1CCOCC1)N1CCCC(Nc2ccc(F)cc2)C1 (stereo not drawn)	-1.3%	-2%	10%	0%	-5.2%	-0.1%	-6%	-6%	14%
COc1cccc2c(N/N=C/c3ccccc3)cc(C)nc12	-1.4%	6%[20 µM]	11%	4%	-2.4%	-0.1%	-33%	16%	-42%
Cc1ccc(CC(=O)NCC(O)c2ccccc2)cc1 (stereo not drawn)	-1.4%	15%	0%	8%	-3.4%	0.3%	-24%	7%	16%
O=C(NCc1ccco1)c1cc([N+](=O)[O-])cc([N+](=O)[O-])c1	0.2%	-5%	3%	14%	1.1%	0.0%	4%	8%	21%
Cc1cc(NCCc2ccc(Cl)cc2)n2ncnc2n1	0.3%	-19%[20 µM]	-1%	9%	-2.5%	-0.1%	-11%	8%	7%
CNC(=O)/C(C#N)=C/c1ccc(-c2ccc(Cl)cc2)o1	41%	i	4%	5%	nt	-0.1%	-8%	3%	-188%
CCOC(=O)c1sc(N=NC2=C(O)CCCC2=O)c(C(=O)OCC)c1C	46%	-10%	8%	14%	-4.5%	0.1%	-41%	18%	1%
OC(CNCCc1ccc(C(F)(F)F)cc1)COc1ccc2ccccc2c1 (stereo not drawn)	-3.5%	-27%	6%	5%	-0.1%	-0.4%	-12%	30%	5%
CCc1nnc2sc(-c3cc(-c4ccccc4)nc4ccccc34)nn12	0.7%	12%	5%	6%	1.9%	0.0%	-20%	-7%	6%
O=C(CSc1ncn[nH]1)Nc1ccc(Cl)c(Cl)c1	0.3%	6%	12%	5%	0.0%	0.4%	42%	12%	0%
O=C1Nc2ccccc2OC1CC(=O)N1CCCC1 (stereo not drawn)	-2.7%	-14%	6%	7%	-1.7%	-0.1%	23%	0%	15%
CN1CCC(N(C)S(=O)(=O)c2ccc(F)cc2F)CC1	-0.9%	-34%	5%	0%	1.9%	-0.1%	-22%	-2%	-16%

Printed as active in HEK293 NOD2/NF-kB, among the entries above:
SMILES	HIV fusion peptide	KOR beta-arrestin-1	MgcRacGAP inhibition	SV40 large T antigen	KOR beta-arrestin-2	GPR55 activation	NOD1 NF-kB reporter	GPR55 antagonists	HEK293 NOD2/NF-kB
CCC(=O)NC(c1ccc(C)cc1)c1ccc2cccnc2c1O (stereo not drawn)	-1.3%	8%[20 µM]	3%	17%	-1.4%	0.0%	-32%	-8%	70%*

(listing goes on)
SMILES	HIV fusion peptide	KOR beta-arrestin-1	MgcRacGAP inhibition	SV40 large T antigen	KOR beta-arrestin-2	GPR55 activation	NOD1 NF-kB reporter	GPR55 antagonists	HEK293 NOD2/NF-kB
CSc1ccccc1NC(=O)Cn1c(-c2cscn2)nc2ccccc21	-2.2%	nt	9%	2%	nt	-0.2%	-18%	21%	0%
O=C(N/C(=C\c1ccc([N+](=O)[O-])cc1)C(=O)N1CCOCC1)c1ccco1	-1.1%	-13%	4%	4%	-2.6%	0.6%	-18%	22%	7%
CC(C)c1csc2nc3n(c(=O)c12)CCCCC3	0.0%	-29%[20 µM]	5%	5%	-1.5%	0.2%	-31%	4%	8%
COc1cc(CNc2nnnn2C)cc(OC)c1OC	0.6%	5%[20 µM]	7%	9%	-2.4%	-0.2%	-24%	-7%	5%
CC(C)C(=O)N1CCN(c2nc(-c3ccccc3)c3c(c2C#N)CCCC3)CC1	1.0%	-11%	4%	3%	-5.5%	-0.1%	-6%	0%	23%
Cc1cnc(NC(=O)c2ccccn2)s1	-0.5%	18%	8%	10%	4.8%	0.9%	10%	-4%	-39%
CCC1Oc2ccc(C)cc2N(CC(=O)N2CCOCC2)C1=O (stereo not drawn)	-0.8%	-44%	7%	-5%	3.6%	0.0%	-8%	-3%	11%
CCOC(=O)c1c(O)c(Cl)c(C)[nH]c1=O	-0.1%	-33%	2%	7%	2.8%	-0.4%	-19%	-24%	6%
Cc1cc(Br)ccc1OCC(=O)NNC(=O)c1ccc(NC(=O)C2CC2)cc1	-0.7%	-6%	5%	10%	-1.6%	0.3%	6%	-5%	9%
O=C(NCC1CCCO1)C1CCCN(Cc2cnn(-c3ccccc3)c2-n2cccc2)C1 (stereo not drawn)	0.4%	14%	12%	5%	-1.7%	0.6%	-28%	11%	0%
